Assay outcomes as filed in PubChem BioAssay.
PKA-R2B activ: activators of human PKA-R2B complex. P22694+P31323. PKA-R2B holoenzyme dissociation, Cy5-IP20 fluorescence polarization; R2B truncated from residue 108, S112A mutant; 0% DMSO only, 100% 113 µM cGMP. activation, % at 11.4 µM. 0.079% of 340,000 active;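 active = activation above a cutoff set at the mean over all compounds plus 3 SD, cut at about 18% in these data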;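 note: higher means more holoenzyme dissociation and a rise in polarization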
CDK5 inh: CDK5/p35 (human) kinase inhibition; 0.01% of 330,000 active; Q00535+Q15078; AID 488839; Recombinant CDK5/p35, ADP-Glo luminescence, 60 min; inhibition, % at 10 µM;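 active = highest replicate inhibition of at least 50% and at least 75% of replicates reaching 50%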;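 note: plate controls were DMSO neutral control for no effect and GW8510 at 10 µM for full effect; many of its hits are not listed in these tables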
MITF act: MITF TRPM1 promoter activation in melanoma cells; SK-MEL-5 TRPM1-promoter luciferase, 24 h; % of positive control, neutral wells = 0; activation, % at 12.5 µM; 0.75% of 300,000 active; AID 588334;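 active = mean activation of at least 80% with every replicate also reaching 80%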;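 note: 0% = neutral control wells and 100% = parthenolide positive control wells; values of inactives mirror those of a sister screen read the other way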
SR-BI DiI inh: inhibitors of mouse SR-BI mediated HDL lipid uptake; inhibition, % at 12.5 µM; AID 488896; 0.96% of 320,000 active; ldlA[mSR-BI] CHO cells, DiI-HDL uptake fluorescence, 3 h; Q61009;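 active = mean replicate inhibition of at least 70% and a set share of replicates each scoring 70 or more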;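 note: 0% = median of neutral control wells and 100% = median of positive control wells; values of inactives mirror those of a sister screen read the other way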
SUMO Mot1 rescue: SUMOylation pathway inhibition by Mot1-301 growth rescue; S. cerevisiae Mot1-301 growth rescue, ATP luminescence, 38.5C; percent above DMSO median, 100 means doubled; growth rescue, % at 18.8 µM; 1% of 320,000 active; AID 2716;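 active = every valid replicate shows activation above 250% relative to neutral control wells; inactive = the rest, any valid replicate at or below 250%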;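 note: OY570 slx delta 5 strain wells were the positive control but not used for scaling; some compounds called inactive have numbers as strong as hits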
PKA-R1A act: activates the PKA-R1A holoenzyme complex. P00514+P68181. activation, % at 11.4 µM. PKA-R1A dissociation, Cy5-IP20 fluorescence polarization; scaled: DMSO 0%, 113 µM cGMP 100%. AID 504707. 0.083% of 340,000 active;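 active = percent activation above the mean of all tested compounds plus 3 SD, cut at about 19% in these data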;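 note: higher means more PKAc released from R1A so a rise in polarization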
SR-BI uptake up: activators of SR-BI mediated HDL lipid uptake; activation, % at 12.5 µM; CHO ldlA[mSR-BI] cells, DiI-HDL uptake fluorescence, 3 h; 100 = double the neutral-control signal; 0.096% of 320,000 active; AID 504775;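 active = mean replicate activation of at least 60% and every replicate at or above 60%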;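 note: 0% = median plate neutral-control signal and 100% = twice that signal; values of inactives mirror those of a sister screen read the other way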
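System: CHO ldlA[mSR-BI] cells / Medium: HEPES-buffered (25 mM, pH 7.4) F12 plus 0.5% BSA / Probe or stimulus: labelled HDL, 10 µg/mL / Doses: single compound concentration, delivered by pin transfer / Schedule: 3 h, 37 °C / Measured by: DiI fluorescence, bottom read / Measure: cell-associated DiI fluorescence as measure of HDL uptake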
Pemphigus Ab inh: inhibitors of pemphigus antibody binding to human desmoglein-3; binding (percent of control), % at 10 µM; 0.48% of 310,000 active; DSG3-coupled beads, scFv-anti-DSG3-GFP binding, flow cytometry; active compounds read low; AID 588358;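 active = binding more than 3 SD below its plate's average and above zero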;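 note: hits lower antibody fragment binding to DSG3; some compounds called inactive have numbers as strong as hits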
Target sequence (P32926 whole entry, looked up, the tested form may be a part): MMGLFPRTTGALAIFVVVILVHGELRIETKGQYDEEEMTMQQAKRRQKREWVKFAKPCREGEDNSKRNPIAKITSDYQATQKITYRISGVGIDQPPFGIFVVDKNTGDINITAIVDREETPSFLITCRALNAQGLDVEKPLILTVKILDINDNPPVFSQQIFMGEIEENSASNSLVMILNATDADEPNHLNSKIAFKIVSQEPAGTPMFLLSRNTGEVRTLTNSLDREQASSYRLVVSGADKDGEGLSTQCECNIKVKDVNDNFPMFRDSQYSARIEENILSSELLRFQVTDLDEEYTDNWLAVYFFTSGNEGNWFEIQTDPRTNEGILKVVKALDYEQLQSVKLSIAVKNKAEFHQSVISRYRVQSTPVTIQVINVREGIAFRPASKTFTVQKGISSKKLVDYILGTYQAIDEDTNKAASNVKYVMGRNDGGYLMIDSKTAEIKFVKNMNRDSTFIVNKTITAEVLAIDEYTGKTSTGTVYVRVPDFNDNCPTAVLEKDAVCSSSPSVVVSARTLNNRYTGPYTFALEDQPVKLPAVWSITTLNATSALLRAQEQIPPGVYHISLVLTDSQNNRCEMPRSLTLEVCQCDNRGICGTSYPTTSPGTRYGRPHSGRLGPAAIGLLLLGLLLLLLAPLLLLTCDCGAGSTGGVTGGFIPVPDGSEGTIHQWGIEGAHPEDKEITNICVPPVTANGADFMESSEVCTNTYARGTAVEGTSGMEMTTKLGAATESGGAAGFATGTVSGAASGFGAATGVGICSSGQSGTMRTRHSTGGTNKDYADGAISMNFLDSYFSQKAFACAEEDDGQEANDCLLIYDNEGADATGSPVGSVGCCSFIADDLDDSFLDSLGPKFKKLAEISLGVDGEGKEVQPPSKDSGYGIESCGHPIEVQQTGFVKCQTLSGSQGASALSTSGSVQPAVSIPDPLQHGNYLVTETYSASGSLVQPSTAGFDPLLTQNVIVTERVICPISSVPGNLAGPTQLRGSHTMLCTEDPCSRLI
dFosB activator: activators of mouse delta FosB homodimer; 0.99% of 340,000 active; purified delta FosB, TAMRA-CDK5 oligo fluorescence polarization; percent of positive-control signal above neutral wells; AID 493131; activation, % at 25 µM;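 active = mean activation above about 17%, with every replicate also reaching it, limit read from the data, passing the limit was not always enough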;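 note: fluorescence polarization rise as delta FosB binds a TAMRA Cdk5 AP-1 oligo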
NSD2 HMT inh: NSD2 (human) methyltransferase inhibition | inhibition, % at 12.5 µM | O96028 | AID 743445 | NSD2 peptide methylation, AlphaScreen, 120 min | 0.54% of 310,000 active; in the data active = inhibition above about 50%
Arrestin-AP2 inh: blocks beta-arrestin peptide binding to AP2 adaptin; 0.31% of 340,000 active; inhibition, % at 10 µM; FITC-arrestin peptide / GST-AP2 beads, flow cytometry; AP2 beta2 appendage carries R879A mutation;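 active = inhibition above a set limit, near 3 SD of compounds lacking own fluorescence, cut at about 54% in these data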;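 note: plate controls were DMSO wells for no effect and 5 µM unlabelled arrestin peptide for full effect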
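Material – AP2 appendage R879A on GSH beads · Buffer or medium – PBS with 0.05% Tween 20 and 0.1% BSA · Probe or stimulus – fluorescein-tagged arrestin peptide at 50 nM final · Incubation – compound with beads 12 min RT, then probe 1 h RT · Detection – high-throughput flow cytometry of beads, ex 488, em 535 nm · Evaluation – percent response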
Starred values were filed as active, the others as inactive; x = no result given.

PKA-R2B activ	CDK5 inh	MITF act	SR-BI DiI inh	SUMO Mot1 rescue	PKA-R1A act	SR-BI uptake up	Pemphigus Ab inh	dFosB activator	NSD2 HMT inh	Arrestin-AP2 inh	compound
5	-0.7	8	-1	-5	-5	1	91	-1	-1	6	CCOc1ccc(N(CC(=O)Nc2ccccc2C(=O)NC(C)CC)S(C)(=O)=O)cc1 (centres undefined)
-12	0.6	-7	-7	x	-2	7	100	7	-4	32	COc1ccc(OC)c(C2Nc3nc4ccccc4n3C(C)=C2C(=O)Nc2ccc(C)cc2C)c1 (centres undefined)
2	0.6	34	18	18	1	-18	108	2	x	19	O=C(c1cc2c(s1)-c1ccccc1OC2)N1CCCC1
0	-1.5	-5	17	145	-6	-17	84	-1	1	1	COc1ccc(CCNC(=O)CSc2nnc(CNC(=O)c3ccccc3F)o2)cc1OC
-4	-2.1	-8	1	-2	-9	-1	101	-6	1	1	CCOC(=O)Cc1csc(SCC(=O)N2CCN(c3ccccc3)CC2)n1
-6	1.7	18	5	9	-6	-5	114	-6	x	0	CC(C)c1ccc(/C=C(\NC(=O)c2ccccc2)C(=O)NCCCN2CCOCC2)cc1
7	-0.5	-10	2	1	-8	-2	98	-10	0	15	O=C(Cc1c(O)c2ccccc2[nH]c1=O)N(Cc1ccccc1)Cc1ccccc1
-3	-0.8	-7	0	3	11	0	95	-13	x	26	CNc1nc2c(C)cccn2c(=O)c1C=Nc1ccc(OC)cc1
2	0.2	-4	-21	48	2	21	107	-10	-3	10	CC(=O)Nc1cccc(NC(=O)CSc2nnc3ccc(-c4ccccn4)nn23)c1
-5	-2.6	-8	13	52	2	-13	116	-7	0	-19	CCCn1c(N2CCN(CC(=O)c3c[nH]c4ccccc34)CC2)nc2c1c(=O)[nH]c(=O)n2C
-4	2.2	8	-26	4	-3	26	96	-4	x	8	COCCN1C(=O)C(=O)/C(=C(/O)c2ccc(S(=O)(=O)N3CCCCC3)cc2)C1c1ccc(OC)cc1 (centres undefined)
-6	0.1	-10	33	x	0	-33	93	-6	-3	25	CCCN(CC(=O)Nc1ccccc1OC)C(=O)CNC(=O)c1ccc(C)s1
-7	5.2	-12	45	-22	-5	-45	96	-2	0	-14	CCOC(=O)C1=C(C)C(c2ccccc2)NC(=S)N1 (centres undefined)
16	2.8	-10	25	x	3	-25	88	-5	9	4	Cc1cc(C)c(C)c(Cn2c(CO)nc3ccccc32)c1C
x	-1.4	3	-11	3	x	11	101	5	-3	11	O=C(O)CCC(=O)NNC(=O)CCC(=O)Nc1ccccc1
10	0.1	-12	17	65	5	-17	108	2	-3	-2	C/C(=N\NC(=O)c1ccccc1O)C1CC1
-4	-4.8	-5	-5	16	-6	5	x	-3	x	-7	CC(C)N(Cc1cc2ccccc2[nH]c1=O)C(=O)C(C)(C)C
-15	-0.3	-5	-26	5	-7	26	100	-4	-1	-8	COC(=O)c1ccc(-c2noc(CN(C)CCC3CCCCO3)n2)cc1 (centres undefined)
-2	-0.2	5	-21	15	0	21	102	-1	x	3	COc1ccc(CCc2nc(-c3ccc(-n4cccc4)cc3)no2)cc1
-1	3.3	4	0	2	-4	0	119	1	4	0	O=C(O)c1cccc(S(=O)(=O)Nc2ccc(-c3ccccc3)cc2)c1
-8	-1.0	12	-9	295	-10	9	108	-6	-1	-7	Cc1ccc(NNC(=O)c2snnc2C)cc1Cl
-8	-1.6	4	23	19	-5	-23	x	-3	5	6	Cc1c(C(=O)N2CCN(Cc3ccccc3)CC2)oc2c1C(=O)CC(C)(C)C2
-3	-0.6	-3	x	12	-7	x	99	-5	-3	-3	CC(C)NC(=O)CSc1nc2ccccc2c(=O)n1CCCOC(C)C
-11	-0.3	2	1	2	-1	-1	99	-3	x	-4	CCN(CC(=O)Nc1ccc2c(c1)OCCO2)C(=O)CC1CCCC1
-8	-0.7	8	-1	-1	-2	1	112	-3	0	12	C=CCc1cccc2cc(C(=O)NC(C)(C)C)c(=O)oc12
-2	1.5	-2	-27	-17	7	27	105	-2	-4	10	CCCCS(=O)(=O)NC1=NCN(CCOC(=O)c2ccccc2)CN1
4	1.2	-5	22	-4	-7	-22	x	-8	4	2	Cc1ccc(S(=O)(=O)NCCC(c2ccc(F)cc2)c2ccco2)cc1 (centres undefined)
-2	-2.0	-13	6	-5	6	-6	x	-4	-8	-3	O=C(CSc1nnc(CNC(=O)c2ccco2)o1)Nc1ccc(OC(F)(F)F)cc1
-1	-0.6	-6	-9	-17	-9	9	102	-3	0	20	Cc1ccc(C(=O)CC2(O)C(=O)N(CN3CCOCC3)c3ccccc32)cc1 (centres undefined)
8	0.4	-6	-8	10	5	8	121	-1	x	10	CCOc1ccc(C2N(c3ccc(Cl)cc3)C(=O)C3CCCN32)cc1OC (centres undefined)
6	-2.6	7	-14	3	7	14	99	4	0	2	NC(=O)c1ccc(C23CC4CC(CC(C4)C2)C3)o1
-7	-2.5	-3	-8	-16	-13	8	102	-6	45	-3	CCCSc1nc2c(c(=O)[nH]c(=O)n2C)n1Cc1ccc(C)cc1
3	-1.0	55	17	-19	-6	-17	98	-23	-2	3	CCOc1cccc(-c2nn3c(-c4ccco4)nnc3s2)c1
1	-0.7	-16	18	-18	-4	-18	99	1	-2	-3	CCOC(=O)c1csc(NC(=O)c2ccc(S(=O)(=O)N(C)C)cc2)n1
-1	-1.8	-5	-19	-6	-14	19	112	-18	3	-4	O=c1cc(N2CCCCC2)c(-c2ccccc2)nn1Cc1ccccc1
-9	-0.7	x	-15	-1	-10	15	110	5	-2	3	Cc1cccc(NC(c2ccc(O)cc2)c2ccc3ccc(C)nc3c2O)n1 (centres undefined)
-2	0.1	-11	-8	-2	-2	8	96	-4	-2	4	Cc1nc(SCCc2ccccc2)[nH]c(=O)c1C
-10	-0.7	-6	4	-17	-9	-4	102	2	-1	-8	COC(=O)c1ccc(C(=O)OCCCc2nc3ccc(N)cc3[nH]2)cc1
1	-0.7	0	-32	12	0	32	104	0	-8	7	O=C1CC(N2CCN(Cc3ccc4c(c3)OCO4)CC2)C(=O)N1c1ccccc1 (centres undefined)
x	-0.5	8	-3	10	x	3	x	3	-5	-8	O=C(COc1cc(Cl)c(Cl)cc1Cl)N1CCN(c2ccccn2)CC1
x	1.3	3	7	x	x	-7	x	7	4	-7	COc1ccc(/C=C/C(=O)NC(=S)Nc2ccc(S(=O)(=O)Nc3cc(OC)ncn3)cc2)cc1
0	2.3	62	38	147	-17	-38	104	-10	1	-6	COc1ccc(C(=O)Nc2ccccc2C(=O)Nc2ccncc2)cc1
5	0.6	-5	33	2	8	-33	99	-3	x	20	C[C@]12CC[C@@H]3c4ccc(O)cc4CC[C@H]3[C@@H]1CC[C@@H]2OC(=O)CCC1CCCC1
-12	-0.1	-14	14	161	1	-3	114	0	2	4	O=C1C(=O)c2ccccc2C(O)=C1c1ccccc1F
-5	1.1	5	-11	4	3	11	112	6	x	-23	Cn1c(SCCC#N)nnc1-c1ccc(F)cc1

Two entries picked at random from those above, as already listed:
PKA-R2B activ	CDK5 inh	MITF act	SR-BI DiI inh	SUMO Mot1 rescue	PKA-R1A act	SR-BI uptake up	Pemphigus Ab inh	dFosB activator	NSD2 HMT inh	Arrestin-AP2 inh	compound
1	-0.7	-16	18	-18	-4	-18	99	1	-2	-3	CCOC(=O)c1csc(NC(=O)c2ccc(S(=O)(=O)N(C)C)cc2)n1
-5	-2.6	-8	13	52	2	-13	116	-7	0	-19	CCCn1c(N2CCN(CC(=O)c3c[nH]c4ccccc34)CC2)nc2c1c(=O)[nH]c(=O)n2C

The results go on:
PKA-R2B activ	CDK5 inh	MITF act	SR-BI DiI inh	SUMO Mot1 rescue	PKA-R1A act	SR-BI uptake up	Pemphigus Ab inh	dFosB activator	NSD2 HMT inh	Arrestin-AP2 inh	compound
11	1.6	29	7	3	-8	-7	113	-2	0	5	COC(=O)c1cc(-c2c(C)nn(-c3ccccc3)c2C)n[nH]1
2	-0.2	-18	-9	-19	8	9	97	0	x	-15	O=C(O)CCC(=O)NNc1ccccc1[N+](=O)[O-]
-3	1.0	-6	-36	463*	-1	36	101	1	x	2	COc1ccc2c(c1)[C@H]1[C@H](CO2)[C@H](c2ccccc2)[C@]2(C)C(=O)Nc3cc(C)ccc3C(=O)N12
-6	-4.1	x	14	-1	-7	-14	x	-1	0	-1	CC(=O)Nc1ccc(Nc2nc(C)nc3c2oc2ccccc23)cc1
10	0.8	4	-21	-10	11	21	103	-1	-4	-2	COc1ccc(CN2CC(C(=O)NCCC3=CCCCC3)CC2=O)cc1 (centres undefined)
5	0.6	9	-1	-9	-8	1	x	-12	-4	-3	CN(Cc1nnc(-c2ccc(F)cc2)o1)c1ccccc1
0	x	-5	-37	241	3	37	88	3	-3	1	COC12NC(=O)N(C)C1(OC)C(=O)N(C)C(=O)N2C (centres undefined)
-4	1.2	2	-5	10	7	5	101	0	2	24	Cc1ccc(NC(=O)c2ccco2)c(NC(=O)c2cccs2)c1
-6	-1.8	-6	-3	19	4	3	111	-10	2	1	O=C(NCCCN1CCOCC1)c1ccc2c(c1)N(Cc1ccc(Cl)cc1)C(=O)c1ccccc1S2=O (centres undefined)
6	2.4	-5	18	-5	6	-18	99	1	-1	1	COc1ccc(NC(=O)CCNS(=O)(=O)c2ccc3c(c2)CCC(=O)N3)cc1
-18	1.3	3	44	-5	1	-44	99	1	-3	-8	O=C(Nc1cccc(S(=O)(=O)N2CCCCCC2)c1)c1cc(=O)c2ccccc2o1
-6	1.3	1	32	-4	-13	-32	100	-6	0	-8	CCN(CC)C(=O)N1c2ccccc2C=Cc2ccccc21
-3	1.0	x	5	-2	-11	-5	101	2	x	2	CCCCOC(=O)c1cc(=O)[nH]c(=O)[nH]1
-12	-1.3	x	14	3	0	-14	x	-1	-2	-2	Cc1c(-c2ccc(F)cc2)nc(N)c(C#N)c1-c1cccs1
-5	-1.3	5	51	-25	3	-51	96	-12	x	1	Cc1ccccc1Nc1nc(N)nc(COC(=O)[C@@H](NC(=O)c2c(F)cccc2F)C(C)C)n1
-19	0.8	x	-3	0	-1	3	x	-17	-2	4	Cc1csc(SCC(=O)Nc2nc3ccccc3s2)n1
-6	-0.7	5	8	-3	-7	-8	96	-14	0	10	Cc1cccc(C(=O)OCC(=O)NCc2ccc3c(c2)OCO3)c1C
